# FLuc counter – firefly luciferase modulation, counter-screen for miR-21 project; AID 588342; P08659; purified FLuc, Km substrates, luminescence inhibition; 6.9% of 360,000 active; Potency, µM (titrated, usually from 57.5 µM), inactives show at the highest dose activity change, negative = inhibition, hits mostly inhibitors;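 also: potency is read from the fitted curve at half-maximal effect; plate controls were vehicle for no effect and reference inhibitor for full effect; nearly all actives have a fitted effect of over 55% in size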
# Target sequence (P08659 whole entry, looked up): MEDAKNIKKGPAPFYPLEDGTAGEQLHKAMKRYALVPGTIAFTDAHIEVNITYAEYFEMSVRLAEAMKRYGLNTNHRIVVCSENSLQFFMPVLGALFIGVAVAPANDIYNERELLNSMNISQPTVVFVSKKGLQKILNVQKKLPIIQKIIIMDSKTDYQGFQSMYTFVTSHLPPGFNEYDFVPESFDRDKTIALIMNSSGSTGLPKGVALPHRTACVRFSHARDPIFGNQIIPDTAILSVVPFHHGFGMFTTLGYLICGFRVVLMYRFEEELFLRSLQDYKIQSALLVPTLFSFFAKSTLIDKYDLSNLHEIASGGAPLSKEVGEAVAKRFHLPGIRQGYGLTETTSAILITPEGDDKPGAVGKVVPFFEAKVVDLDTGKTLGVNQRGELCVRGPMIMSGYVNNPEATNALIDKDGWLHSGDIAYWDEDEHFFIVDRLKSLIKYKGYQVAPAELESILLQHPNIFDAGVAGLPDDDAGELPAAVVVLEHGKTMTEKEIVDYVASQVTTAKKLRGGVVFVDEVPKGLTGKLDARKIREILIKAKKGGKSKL
#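 Biochemical qHTS of compounds, final roughly 60 µM downward over six points, against 10 nM purified firefly luciferase using Km concentrations of substrates (10 uM D-luciferin, 10 uM ATP) in Tris acetate pH 7.5 buffer; luminescence output.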
# ELG1 genotoxic – genotoxicity induction in ELG1-luciferase HEK293T cells. HEK293T ELG1-luciferase reporter, luminescence, 16 h. 1.3% of 330,000 active. AID 504466. Potency, µM (highest dose often 46 µM), inactives show at the highest dose activity change, positive = activation, most hits filed as activators; also: potency is read from the fitted curve at half-maximal effect; % of control where 0% means no effect; nearly all actives have a fitted effect of over 60% in size
#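 16 hr compound incubation (37 °C, 5% CO2) of HEK293T cells carrying luciferase-tagged ELG1; luciferase then measured by ONE-Glo luminescence after 30 min at RT.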
# Menin MLL FP TR – menin-MLL binding inhibition, Texas Red mutant peptide; O00255; Menin + Texas Red MLL mutant peptide, fluorescence polarization; Potency, µM (doses to about 61.6 µM), for inactives: top-dose FP activity change, negative = inhibition, most hits filed as inhibitors; 0.23% of 270,000 active; AID 1768; active = well fitted inhibition curve with a large enough effect in the polarisation, with a control signal flat, not every such curve was filed as active; inconclusive = small, poorly fitted or top-dose-only effect, or effect the other way, or a change in a side signal; inactive = no such curve, though single readings can be large or run the other way; the % refers to the polarisation; also: potency is read from the fitted curve at half-maximal effect; % of control where 0% means no effect; many of its hits are not listed in these tables
# Gal4-VP16 FLuc – Gal4-VP16 reporter inhibition counter-screen. Drosophila S2 Gal4-VP16 UAS-luciferase, luminescence, 20 h. Potency, µM (doses to about 53.6 µM), for inactives: at the highest dose activity, negative = inhibition, hits mostly inhibitors. 3.5% of 310,000 active. AID 2546;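 also: Gal4-VP16 expression switched on by copper sulfate through the metallothionein promoter; potency is read from the fitted curve at half-maximal effect; % is scaled to controls: 0 for no effect and ±100 for the full control effect; nearly all actives have a fitted effect of over 50% in size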
# Rab9 promoter act – activates the Rab9 promoter; Huh7 Rab9 promoter-luciferase reporter, luminescence, 24 h; Potency, µM (titrated, usually from 9.22 µM), for inactives: at the highest dose activation, negative = inhibition, most hits filed as activators; 2.8% of 320,000 active; AID 485297; also: potency is read from the fitted curve at half-maximal effect; % of control where 0% means no effect; nearly all actives have a fitted effect of over 60% in size
#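 Quantitative HTS format; Huh7 Rab9-luciferase reporter cells (1500/well) receive compound 2 h post-plating, incubate 24 h at 37 °C, then get luciferase reagent for 10 min before luminescence reading.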
# p53 reactivation – mutant p53 re-activation in reporter cells | H1299 p53-A138V BP100-luciferase reporter, luminescence, 24 h | Potency, µM (highest dose often 92.2 µM), without a hit: at the top dose activity change, positive = activation, most hits filed as activators | 0.063% of 320,000 active; also: potency is read from the fitted curve at half-maximal effect; % of control where 0% means no effect; nearly all actives have a fitted effect of over 45% in size
#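 p53-null H1299 cells stably carrying temperature-sensitive p53-A138V and a BP100-luciferase reporter were pinned with compounds (4-point, 1:5 series) and held 24 hrs at 37 deg C. Luminescence was read 10 min after detection reagent.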
# PKM2 activator – increases activity of human pyruvate kinase M2; P14618; purified PKM2, Kinase-Glo ATP luminescence, activation; response scale: 0% is enzyme alone, no compound; Potency, µM (titrated, usually from 57.5 µM), for inactives: at the top dose activation, most hits filed as activators; 0.34% of 260,000 active; also: potency is read from the fitted curve at half-maximal effect; % is scaled to controls: 0 for no effect and ±100 for the full control effect; nearly all actives have a fitted effect of over 55% in size
#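 Kinase-Glo luminescence reports ATP generated from ADP (0.1 mM) and PEP (0.5 mM) by purified hPK-M2 after 1 h at room temperature, pH 7.2 imidazole buffer; intermediate enzyme activity allows detecting inhibitors and activators.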
# NPC1 prom act – activates the NPC1 promoter; Huh7 NPC1 promoter luciferase reporter, 24 h; Potency, µM (titrated, usually from 9.22 µM), for the others: top-dose activation, actives largely listed as activators; 2.4% of 320,000 active;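 also: potency is read from the fitted curve at half-maximal effect; % of control where 0% means no effect; nearly all actives have a fitted effect of over 60% in size; reporter is driven by a mutant NPC1 promoter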
#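 Huh7 cells stably carrying NPC1 promoter–luciferase, plated in Opti-MEM with 10% FBS for 2 h, were exposed to compound in DMSO for 24 h at 37 °C; luciferase reagent was added for 10 min and luminescence read.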
# RORgamma inh – ROR gamma (mouse) transcription inhibition. Drosophila S2 Gal4-RORgamma UAS-luciferase reporter, 20 h. Potency, µM (doses to about 53.6 µM), inactives show top-dose activity change, negative = inhibition, usual class: inhibitors. 5.4% of 310,000 active. AID 2551; also: potency is read from the fitted curve at half-maximal effect; % is scaled to controls: 0 for no effect and ±100 for the full control effect; nearly all actives have a fitted effect of over 60% in size
# Target sequence (P51450 whole entry, looked up, the tested form may be a part): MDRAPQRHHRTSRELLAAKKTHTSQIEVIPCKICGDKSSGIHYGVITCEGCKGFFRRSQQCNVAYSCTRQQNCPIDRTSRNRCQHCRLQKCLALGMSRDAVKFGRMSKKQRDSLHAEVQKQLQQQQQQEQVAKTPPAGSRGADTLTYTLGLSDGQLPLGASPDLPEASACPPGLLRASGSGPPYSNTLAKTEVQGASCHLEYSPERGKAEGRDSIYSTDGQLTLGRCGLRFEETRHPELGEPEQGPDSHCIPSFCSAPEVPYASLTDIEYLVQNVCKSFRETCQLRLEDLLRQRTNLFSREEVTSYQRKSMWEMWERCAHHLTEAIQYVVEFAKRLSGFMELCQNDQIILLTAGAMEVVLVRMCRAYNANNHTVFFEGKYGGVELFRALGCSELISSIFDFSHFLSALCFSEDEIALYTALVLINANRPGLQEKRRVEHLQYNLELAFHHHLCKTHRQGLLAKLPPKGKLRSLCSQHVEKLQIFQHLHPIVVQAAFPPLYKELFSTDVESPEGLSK
#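 ROR gamma transcriptional activity was tracked as Gal4-UAS luciferase output in stably transfected Drosophila Schneider cells, with compound added 1 hr before 700 uM copper sulfate induction and a 20 hr ambient-temperature incubation.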
# Giardia kill – Giardia lamblia killing. Giardia lamblia trophozoite viability. activity change, % at 7.66 µM, hits read low. 0.15% of 340,000 active; in the data active = activity change below about -80%; inconclusive = between about -30% and that limit;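 also: parasites exposed to compound for two days anaerobically before the ATP read; % is scaled to controls: 0 for no effect and ±100 for the full control effect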
#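 Anaerobic 48 hrs incubation at 37 deg C of 100 trophozoites/well with test compounds; ATPLite 1-Step luminescence, 15-30 min RT, reports cellular ATP as viability.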
# BRCA1 expr act – activators of BRCA1 expression. AID 624202. 1.1% of 380,000 active. Potency, µM (series often up to 46.1 µM), for inactives: top-dose activation, hits mostly activators. MCF7-BRCA1-FFLuc reporter, luminescence, 48 h; response scale: scaled: vehicle 0%, 10 µM genistein 100%; also: potency is read from the fitted curve at half-maximal effect; nearly all actives have a fitted effect of over 80% in size; some results filed as inactive show a strong effect at the top dose
#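 Activators of BRCA1 expression were detected as increased firefly luciferase luminescence in engineered MCF7 cells after 48 h compound incubation. Signals were scaled to genistein 10 microM as full activation.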
# An asterisk follows results filed as active; ? = inconclusive; / = no result given; & = joins results of further samples; [ ] = dose if it differs, or a comment. Unless noted, calls follow the shape of the dose curve; as a rule, active = well fitted curve in the direction sought with a large enough effect; inconclusive = small, poorly fitted or top-dose-only effect, or another doubt; inactive = no such curve, though single readings can be large; an effect the other way counts as inactive or inconclusive. This is a subset. The share of hits here may be higher or lower than overall.
SMILES,FLuc counter,ELG1 genotoxic,Menin MLL FP TR,Gal4-VP16 FLuc,Rab9 promoter act,p53 reactivation,PKM2 activator,NPC1 prom act,RORgamma inh,Giardia kill,BRCA1 expr act
CCOC(=O)C1CCCN(c2ncnc3c2[nH]c2cccc(OC)c23)C1 (configuration not stated),-19%,3%,3%,-27%,0%,0%,8%,12%,?,/,/
C[C@@H]1C2CC(C/C2=N\NC(=O)c2ccncc2)C1(C)C (some centres not stated),1%,-1%,/,13µM*,-1%,6%,/,-1%,7.9µM*,-14,-10%
COc1cc(/C=N/Nc2nc3ccccc3[nH]2)ccc1O,4.8µM*,?,-2%,-28%,3%,?,-8%,4%,?,-2,51%
O=C(NCCN1CCOCC1)c1cc(-c2ccccc2Cl)on1,?,9%,15%,-12%,-8%,11%,/,-2%,17%,13,21%
CCOc1ccc(OCC(=O)NCCS(=O)(=O)N2CCN(c3ccc(F)cc3)CC2)cc1,-1%&-3%,-3%,7%,2%,-3%,-8%,0%,1%,7%,1,-10%
CC(NC(=O)NNC(N)=S)(C(F)(F)F)C(F)(F)F,5%,0%,/,20µM*,0%,-2%,-1%,-5%,?,4,-4%
O=C(C1c2ccccc2Oc2ccccc21)N1CCN(c2ccc(Cl)cc2)CC1,1%,-2%,-8%,2%,0%,-1%,-10%,-2%,20%,18,-76%[inhibitor]
CCCCOC(=O)COc1ccc(Cl)cc1Cl,?,2%,/,-6%,-7%,0%,/,-1%,3%,16,-11%
Oc1ccc(Nc2nc(-c3ccccc3O)nc3ccccc23)cc1,?,-10%,?,-6%,1%,-1%,/,-1%,18%,-25,-63%
Cc1cc(C)cc(OCC(=O)Nc2ccc3c(c2)C(=O)c2ccccc2C3=O)c1,1%,-2%,6%,11%,0%,15%,4%,1%,-10%,-16,-38%
Cc1ccc(S(=O)(=O)N2CC3(C)CN(S(=O)(=O)c4ccc(C)cc4)CC(C)(C2)C3=O)cc1,11%,2%,-27%,-1%,2%,-4%,3%,0%,-31%,3,4%
Cc1cc(=O)n2nc(N3CCCC(C(=O)NCCc4ccc(Cl)cc4)C3)sc2n1 (configuration not stated),-1%,-9%,0%,-2%,-1%,-3%,/,1%,-5%,-3,6%
O=C(Nc1ccc2ccccc2c1)/C(=C/c1cccc(Br)c1)NC(=O)c1ccco1,-1%,-1%,?,?,-10%,-2%,-5%,0%,-21%,-22,-5%
CC1(C)CC2CC(C)(CN2CC(O)COc2ccccc2)C1 (configuration not stated),1%,-7%,-9%,-7%,-6%,0%,4%,-2%,-1%,0,2%
COc1cccc(Oc2ccc(C(F)(F)F)cc2NC(=O)C2=COCCO2)c1,-3%,-2%,/,-1%,0%,1%,0%,-1%,?,-22,3%
COc1cc(C(=O)OCC(=O)NC2CCCCC2)cc2c1OCCO2,-1%,2%,/,/,-7%,-1%,/,0%,/,18,0%
O=C(C1CCCN(Cc2ccccc2)C1)N1CCCCC1 (configuration not stated),1%,0%,-3%,1%,-3%,2%,19%,4%,14%,-12,3%
N#Cc1ccc(OCC(=O)NCCc2ccccn2)cc1,1%,-1%,3%,-4%,-12%,3%,-20%,0%,-15%,-10,-8%
CC(C)(C)c1cccc(Oc2nn[nH]n2)c1,?,10%,/,1%,12%,3%,2%,-1%,17%,6,12%
CC(C)CNC(=O)c1ccc(Cl)c(N)c1,-6%,2%,6%,-9%,-8%,-3%,-11%,-2%,-1%,/,/
O=Cc1ccccc1-c1cn(CCCOCc2ccccc2)nn1,4%,0%,2%,0%,-4%,15%,-1%,2%,20%,5,23%
CC(C)c1ccc(C2N3CC4([N+](=O)[O-])CN2CC([N+](=O)[O-])(C3)C4(C)C)cc1 (configuration not stated),4%,-1%,-3%,-2%,-3%,-3%,-4%,0%,1%,29,15%
COc1ccc(C2(CNC(=O)CCC(=O)O)CCCC2)cc1OC,7%,0%,1%,12%,3%,3%,-1%,-3%,4%,16,2%
CC(C)(C)c1ccc(OCC(=O)O)cc1,?,4%&1%,-7%,-2%&-7%,9%&-1%,-5%&7%,-6%&-5%,1%&5%,22%&-1%,-6,10%
Cc1cc(C)c[n+](-c2nc([O-])sc2C=O)c1,2%,3%,3%,10%,-1%,6%,0%,-1%,-11%,-8,4%
Cc1cc(C)cc(NC(=O)CSc2ccccc2)c1,-5%,3%,16%,7%,1%,1%,3%,-1%,0%,-2,65%
CCOC(=O)c1cc(-c2ccccc2)nn1-c1ccccn1,1%,-5%,/,-5%,-2%,0%,-3%,1%,1%,3,4%
O=C(O)c1cc(-n2[nH]c(=O)c3ccccc3c2=O)ccc1Cl,6%,?,5%,-6%,15%,26%,3%,14%,-21%,1,?
CCCc1nc2oc3c(NCCN4CCOCC4)ncnc3c2c2c1CCCC2,1%,0%,-5%,-2%,5%,3%,0%,0%,?,-8,9%
COc1ccc(NC(=O)CC2SC(=NCC3CCCO3)NC2=O)c([N+](=O)[O-])c1 (configuration not stated),-1%,0%,-13%,3%,-3%,13%,-8%,1%,1%,-4,-3%
CCn1c(SCC(=O)OC(C)C)nnc1-c1cccc(Cl)c1,0%,-5%,-11%,-1%,1%,4%,11%,-1%,11%[10 µM],14,-3%
c1ccc(OCCOCCSc2ncccn2)cc1,?,17%,1%,-9%,20%,11%,-5%,3%,39%,-3,3%
N#Cc1ccccc1COC(=O)CCC(=O)c1cccs1,12µM*,4%,/,/,3%,4%,/,1%,/,29,-13%
CCOC(=O)N1CCN(c2c(NCc3ccc(N(C)C)cc3)c(=O)c2=O)CC1,-1%,0%,2%,-11%,-3%,3%,1%,-6%,15%,1,0%
Cc1cc(C)n(-c2ccc(C(=O)N3CCC(CO)(Cc4ccccc4)CC3)cc2)n1,-2%,-11%,?,?,-1%,-3%,0%,0%,2.5µM*,9,2%
COc1ccc(S(=O)(=O)NC(CC(=O)NCCc2ccc(OC)c(OC)c2)C(C)C)cc1 (configuration not stated),-1%,0%,-2%,-7%,-5%,-1%,-3%,4%,19%,0,-7%
COCCNC(=O)C(=O)Nc1ccc2c(c1)N(S(=O)(=O)c1cccs1)CCC2,2%,3%,/,/,-22%,11%,/,-25%,/,-9,-64%
Cc1ccc(-c2cc(C(F)F)n3ncc(C(=O)Nc4ccc(S(=O)(=O)Nc5ccccc5C)cc4)c3n2)cc1,1%,6%,-20%,-15%,-1%,-4%,-12%,-2%,-11%,2,9%
O=C(NNC(=O)c1ccccc1-n1cccc1)c1ccc(Cl)c(Cl)c1,-1%,-5%,-5%,3%,1%,4%,-2%,-7%,-8%,12,-24%
NNC(=O)c1nc(-c2ccccc2)n2c1CCCCC2,-1%,-2%,-6%,11%,-4%,-1%,-1%,-1%,-23%,6,-19%
CC(C)(C)c1cc(C(=O)N/N=C/c2ccco2)n[nH]1,13µM*,13%,6%,27%,?,?,17%,?,4%,33[activator],?
Cc1ccccc1NC(=O)Cn1nnc(S(=O)(=O)c2ccc(C(C)(C)C)cc2)c1N,-21%,5%,?,-1%,-9%,-1%,-3%,19%,-5%,?,-2%
COc1ccc(OCC(=O)N2CCN(c3cccc(C(F)(F)F)c3)CC2)cc1,-2%,-5%,2%,4%,-13%,1%,0%,-2%,7%,4,7%
CC1(C)CC(=O)C2=C(C1)N(CC1CCCO1)C(=O)C2(O)C(F)(F)F (configuration not stated),1%,-4%,10%,-1%,-1%,2%,-14%,-4%,9%,-9,3%
CN(C)c1ccc(/C=C2\SC(=O)N(CCc3nnc(N)s3)C2=O)cc1,0.13µM*,?,/,4.5µM*,?,10%,5%,0.1µM*,2.5µM*,?,?
CC(Sc1ccc2c(c1)OCCO2)C(=O)Nc1ccc(N2CCOCC2)cc1 (configuration not stated),-16%,0%,16%,-9%,20%,6%,-12%,29%,-6%,-1,26%
O=C(NC(=S)NCCN1CCOCC1)c1ccc(F)cc1,1%,-1%,10%,18%,-3%,12%,5%,-1%,-36%,36[activator],34%
NC(=O)CSc1nnc(COc2ccccc2)n1CCc1ccccc1,2%,2%,?,12%,12%,8%,7%,-3%,17%,-17,-2%
CCNC(=S)N(CCc1c(C)[nH]c2ccccc12)Cc1cc(OC)c(OC)c(OC)c1,-18%,-4%,?,?,-7%,0%,-5%,-6%,-20%,-14,-46%
COc1ccc(NC(=O)CN(C)C(=O)c2ccc3c(c2)S(=O)(=O)N=C2CCCCCN23)cc1,0%,1%,/,-8%,0%,2%,3%,-2%,8%,6,5%
COC(=O)c1cccc(NC(=O)CSc2nnc(COc3ccc(C#N)cc3)n2-c2ccccc2)c1,0%,-9%,7%,0%,-4%,-10%,?,-3%,2%,-22,-12%
